INS-1E rescue: preserves ATP levels in cytokine-treated INS-1E cells | protection from cytokine-induced ATP loss, % at 10 µM | hit rate 0.1% among 20,000 | INS-1E cytokine-induced death, ATP luminescence, 48 h; normalised: neutral wells 0, positive control 100;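 active = mean replicate protection from cytokine-induced ATP loss at least 50% and at least 75% of replicates each reaching 50%; inconclusive = meets only one of the two criteria, mean or replicate share; inactive = fails both the mean and replicate share criteria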
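Assay system: INS-1E rat cells / Quantity: 8000 cells per well / Medium: RPMI without phenol red, 5% FBS / Probe or stimulus: three-cytokine cocktail (IFN-γ, TNF-α, IL-1β) / Dosing: one compound concentration, pin transfer / Timing: 48 h co-treatment, 10 min post-lysis read / Technique: CellTiter-Glo luminescence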
T cruzi HTS: blocks T. cruzi growth inside host cells; intracellular Trypanosoma cruzi in host cells, plate reader; activity score (inhibition), % at 5.01 µM; hit rate 4.9% among 22,000; AID 651903; in the data active = activity score above about 55%; inconclusive = no clear call, values can overlap the other calls;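 note: parasites and compound incubated about four days before reading; 0% = median of neutral control wells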
An asterisk follows results filed as active; ? = inconclusive; nt = no result given.

mol	INS-1E rescue	T cruzi HTS
Cc1ccc(S(=O)(=O)Nc2cccc3c2O[C@@H](CN(C)C(=O)Nc2ccc4c(c2)OCO4)[C@H](C)CN([C@H](C)CO)C3=O)cc1	1	-8
C[C@@H]1CN([C@H](C)CO)C(=O)c2cc(NC(=O)CCC(F)(F)F)ccc2O[C@H]1CN(C)C(=O)Nc1ccc2c(c1)OCO2	-1	-12
C[C@H](CO)N1C[C@H](C)[C@H](CN(C)C(=O)NC2CCCCC2)Oc2ccc(NC(=O)Cc3ccccc3)cc2C1=O	-5	11
C[C@@H]1CN([C@@H](C)CO)C(=O)Cc2cc(NC(=O)Nc3cccc4ccccc34)ccc2O[C@@H]1CN(C)S(=O)(=O)c1cn(C)cn1	13	-6
C[C@H](CO)N1C[C@H](C)[C@H](CN(C)Cc2ccc(-c3ccccc3)cc2)Oc2ccc(N(C)C)cc2C1=O	-15	17
Cc1noc(C)c1S(=O)(=O)N(C)C[C@@H]1Oc2ccc(NC(=O)C3CC3)cc2CC(=O)N([C@@H](C)CO)C[C@@H]1C	5	-4
C[C@@H]1CN([C@@H](C)CO)C(=O)c2cccc(NC(=O)c3ccncc3)c2O[C@H]1CN(C)Cc1ccc(Oc2ccccc2)cc1	-7	80*
CC(C)NC(=O)N(C)C[C@@H]1Oc2c(NS(=O)(=O)c3ccccc3)cccc2C(=O)N([C@@H](C)CO)C[C@H]1C	2	-17
C[C@@H]1CN([C@H](C)CO)C(=O)c2cccc(NC(=O)Nc3ccc(F)cc3)c2O[C@@H]1CN(C)Cc1ccc(Cl)c(Cl)c1	-25	5
Cc1ccc(S(=O)(=O)Nc2ccc3c(c2)CC(=O)N([C@H](C)CO)C[C@H](C)[C@H](CN(C)Cc2ccc(-c4ccccc4)cc2)O3)cc1	-4	8
COc1ccc(CN(C)C[C@@H]2Oc3c(NC(=O)c4cc(C)nn4C)cccc3C(=O)N([C@@H](C)CO)C[C@H]2C)cc1	-2	-10
C[C@H](CO)N1C[C@H](C)[C@@H](CN(C)C(=O)Nc2ccccc2)Oc2c(NS(=O)(=O)c3ccc(F)cc3)cccc2C1=O	1	-13
C[C@@H]1CN([C@H](C)CO)C(=O)c2cc(NC(=O)CCN3CCOCC3)ccc2O[C@H]1CN(C)C(=O)Nc1ccc2c(c1)OCO2	nt	1
C[C@H](CO)N1C[C@H](C)[C@@H](CN(C)Cc2ccc(-c3ccccc3)cc2)Oc2ccc(NC(=O)Nc3cccc4ccccc34)cc2C1=O	-9	1
C[C@@H]1CN([C@@H](C)CO)C(=O)c2cccc(NC(=O)Nc3ccccc3)c2O[C@H]1CN(C)S(=O)(=O)c1ccc(F)cc1	32	1
COc1ccc(S(=O)(=O)Nc2ccc3c(c2)C(=O)N([C@H](C)CO)C[C@H](C)[C@H](CN(C)Cc2ccc(C(=O)Nc4ccccc4N)cc2)OCCCC[C@@H](C)O3)cc1	-1	46
C[C@@H]1CCCCO[C@@H](CN(C)C(=O)CCCN(C)C)[C@@H](C)CN([C@H](C)CO)C(=O)c2cc(NC(=O)c3ccncc3)ccc2O1	9	-21
COc1ccc(S(=O)(=O)N(C)C[C@@H]2OCCCC[C@@H](C)Oc3ccc(NS(=O)(=O)c4ccccc4)cc3C(=O)N([C@H](C)CO)C[C@@H]2C)cc1	0	4
C[C@H]1CN([C@@H](C)CO)C(=O)Cc2cc(N(C)C)ccc2O[C@H]1CN(C)C(=O)Nc1cccc2ccccc12	8	-15
C[C@@H]1CN([C@@H](C)CO)C(=O)c2cccc(NC(=O)Nc3cccc4ccccc34)c2O[C@H]1CN(C)S(=O)(=O)c1ccccc1	15	-10
C[C@H]1CN([C@@H](C)CO)C(=O)c2cc(NC(=O)Cc3cn(C)c4ccccc34)ccc2O[C@@H]1CN(C)C	3	-7
C[C@H](CO)N1C[C@H](C)[C@@H](CN(C)Cc2cccc(O)c2)OCc2cnnn2CCCC1=O	nt	-8
C[C@H]1CN([C@@H](C)CO)C(=O)c2cccc(NC(=O)C3CC3)c2O[C@H]1CN(C)Cc1ccc(Cl)c(Cl)c1	-5	31
O=C(N/N=C/[C@H](O)[C@@H](O)[C@H](O)[C@H](O)CO)c1ccccc1O	-19	1
COc1ccc(NC(=O)Nc2ccc3c(c2)C(=O)N([C@H](C)CO)C[C@@H](C)[C@@H](CN(C)S(=O)(=O)c2ccc(F)cc2)O3)cc1	2	18
C[C@@H]1CN([C@H](C)CO)C(=O)Cc2cc(NC(=O)CCC(F)(F)F)ccc2O[C@@H]1CN(C)S(=O)(=O)c1cccs1	-1	0
C[C@@H]1CN([C@@H](C)CO)C(=O)c2cccc(NC(=O)Nc3ccc(F)cc3)c2O[C@@H]1CN(C)C(=O)Nc1ccc(C(F)(F)F)cc1	-24	?
COc1ccc(NC(=O)Nc2ccc3c(c2)CC(=O)N([C@@H](C)CO)C[C@@H](C)[C@@H](CN(C)C(=O)NC2CCCCC2)O3)cc1	2	-9
COc1ccc(S(=O)(=O)Nc2ccc3c(c2)C(=O)N([C@@H](C)CO)C[C@@H](C)[C@H](CN(C)Cc2ccc(Oc4ccccc4)cc2)O3)cc1	nt	12
O=C(O)CCCCCC(=O)N/N=C/c1cc(Br)cs1	8	-12
Cc1noc(C)c1NC(=O)Nc1cccc2c1O[C@H](CN(C)C(=O)Nc1ccc(F)cc1)[C@@H](C)CN([C@@H](C)CO)C2=O	1	-15
Cc1cc(C(=O)Nc2cccc3c2O[C@@H](CN(C)S(=O)(=O)c2cn(C)cn2)[C@@H](C)CN([C@@H](C)CO)C3=O)n(C)n1	1	-25
C[C@H](CO)N1C[C@H](C)[C@H](CN(C)C(=O)Nc2ccc3c(c2)OCO3)Oc2ccc(NC(=O)C3CCCCC3)cc2CC1=O	3	-1
COc1cccc(NC(=O)N(C)C[C@H]2OCc3cn(nn3)CCCC(=O)N([C@H](C)CO)C[C@@H]2C)c1	nt	-24
COc1ccc(S(=O)(=O)Nc2ccc3c(c2)C(=O)N([C@@H](C)CO)C[C@H](C)[C@@H](CN(C)C)O3)cc1	0	-2
C[C@H]1CN([C@@H](C)CO)C(=O)c2cccc(NC(=O)c3nc4ccccc4s3)c2O[C@H]1CN(C)C(=O)Nc1cccc2ccccc12	-14	2
C[C@H]1CN([C@@H](C)CO)C(=O)c2cccc(NC(=O)Nc3ccc(F)cc3)c2O[C@@H]1CN(C)Cc1ccc(C(F)(F)F)cc1	-11	13
COc1ccc(NC(=O)N(C)C[C@H]2Oc3ccc(NS(=O)(=O)c4ccc(C)cc4)cc3CC(=O)N([C@@H](C)CO)C[C@@H]2C)cc1	2	-16
CCCN(C)C[C@@H]1OCCCC[C@@H](C)Oc2ccc(NS(=O)(=O)c3cn(C)cn3)cc2C(=O)N([C@H](C)CO)C[C@@H]1C	7	3
C[C@@H]1CN([C@@H](C)CO)C(=O)c2cc(NS(=O)(=O)c3ccc(Cl)cc3)ccc2O[C@H]1CN(C)S(=O)(=O)c1ccc(F)cc1	-6	14
COc1ccc(NC(=O)Nc2ccc3c(c2)C(=O)N([C@H](C)CO)C[C@H](C)[C@@H](CN(C)C(=O)CCC(F)(F)F)OCCCC[C@@H](C)O3)cc1	5	29
C[C@@H]1CN([C@H](C)CO)C(=O)Cc2cc(NC(=O)C3CCCCC3)ccc2O[C@@H]1CN(C)C(=O)NC1CCCCC1	-2	-1
C[C@H]1CN([C@@H](C)CO)C(=O)c2cccc(NS(=O)(=O)c3ccc(Cl)cc3)c2O[C@@H]1CN(C)S(=O)(=O)c1ccccc1	15	9
COc1ccc(/C=N/NC(=O)CCCCCCC(=O)O)c(O)c1	14	-18
CC(C)NC(=O)N(C)C[C@H]1Oc2ccc(NC(=O)Cn3cnnn3)cc2C(=O)N([C@H](C)CO)C[C@H]1C	8	-3
C[C@@H]1CN([C@@H](C)CO)C(=O)Cc2cc(NC(=O)Nc3ccccc3)ccc2O[C@@H]1CN(C)S(C)(=O)=O	7	3
COc1ccc(S(=O)(=O)Nc2ccc3c(c2)C(=O)N([C@@H](C)CO)C[C@@H](C)[C@H](CN(C)C)O3)cc1	10	0
COc1ccc(NC(=O)Nc2cccc3c2O[C@@H](CN(C)S(=O)(=O)c2ccc(C)cc2)[C@H](C)CN([C@H](C)CO)C3=O)cc1	-2	24
Cc1ccc(S(=O)(=O)N(C)C[C@@H]2Oc3c(NS(=O)(=O)c4ccc(Cl)cc4)cccc3C(=O)N([C@@H](C)CO)C[C@@H]2C)cc1	7	7
Cc1ccc(S(=O)(=O)Nc2ccc3c(c2)C(=O)N([C@H](C)CO)C[C@@H](C)[C@H](CN(C)C(=O)Nc2c(C)noc2C)O3)cc1	-1	-9
C[C@H](CO)N1C[C@H](C)[C@H](CN(C)Cc2cccc(C(F)(F)F)c2)Oc2ncc(C#Cc3ccccc3)cc2C1=O	nt	84*
O=C(N/N=C/c1ccco1)c1ccccn1	-1	-11
C[C@@H]1CN([C@@H](C)CO)C(=O)c2cccc(NC(=O)C3CC3)c2O[C@@H]1CN(C)S(C)(=O)=O	9	-34
C[C@H]1CN([C@@H](C)CO)C(=O)Cc2cc(NC(=O)CCCN(C)C)ccc2O[C@H]1CN(C)Cc1ccc(Oc2ccccc2)cc1	-3	-35
COc1ccc(CN(C)C[C@H]2Oc3ccc(NC(=O)NC4CCCCC4)cc3C(=O)N([C@@H](C)CO)C[C@@H]2C)cc1	-12	-34
Cc1noc(C)c1S(=O)(=O)Nc1ccc2c(c1)CC(=O)N([C@H](C)CO)C[C@H](C)[C@H](CN(C)S(=O)(=O)c1c(C)noc1C)O2	-5	nt
C[C@@H]1CN([C@H](C)CO)C(=O)Cc2cc(N(C)C)ccc2O[C@H]1CN(C)Cc1ccc(Cl)c(Cl)c1	-6	41
Cc1noc(C)c1S(=O)(=O)Nc1ccc2c(c1)CC(=O)N([C@@H](C)CO)C[C@H](C)[C@H](CN(C)Cc1ccc3c(c1)OCO3)O2	-2	16
C[C@H](CO)N1C[C@H](C)[C@H](CN(C)Cc2ccc(F)cc2)Oc2ncc(-c3cc4ccccc4o3)cc2C1=O	nt	78*
C[C@H](CO)N1C[C@H](C)[C@H](CN(C)Cc2ccc(C(=O)Nc3ccccc3N)cc2)Oc2ccc(NC(=O)c3ccncc3)cc2CC1=O	27	46

Random excerpt: four entries already listed, in no set order.
mol	INS-1E rescue	T cruzi HTS
Cc1ccc(S(=O)(=O)Nc2ccc3c(c2)C(=O)N([C@H](C)CO)C[C@@H](C)[C@H](CN(C)C(=O)Nc2c(C)noc2C)O3)cc1	-1	-9
C[C@@H]1CN([C@@H](C)CO)C(=O)c2cccc(NC(=O)C3CC3)c2O[C@@H]1CN(C)S(C)(=O)=O	9	-34
Cc1noc(C)c1NC(=O)Nc1cccc2c1O[C@H](CN(C)C(=O)Nc1ccc(F)cc1)[C@@H](C)CN([C@@H](C)CO)C2=O	1	-15
C[C@H]1CN([C@@H](C)CO)C(=O)Cc2cc(NC(=O)CCCN(C)C)ccc2O[C@H]1CN(C)Cc1ccc(Oc2ccccc2)cc1	-3	-35

Further records follow:
mol	INS-1E rescue	T cruzi HTS
CC(C)NC(=O)Nc1cccc2c1O[C@H](CN(C)C(=O)Nc1ccc3c(c1)OCO3)[C@@H](C)CN([C@@H](C)CO)C2=O	12	-11
COc1ccc(NC(=O)N(C)C[C@@H]2Oc3c(NS(=O)(=O)c4ccc(C)cc4)cccc3C(=O)N([C@@H](C)CO)C[C@@H]2C)cc1	5	4
C[C@H]1CN([C@@H](C)CO)C(=O)Cc2cc(NS(=O)(=O)c3cccs3)ccc2O[C@@H]1CN(C)Cc1ccncc1	4	-4
COc1ccc(CN(C)C[C@H]2Oc3c(NS(=O)(=O)c4ccc(C)cc4)cccc3C(=O)N([C@@H](C)CO)C[C@H]2C)cc1	-7	-34
Cc1ccc(S(=O)(=O)N(C)C[C@H]2Oc3ccc(NS(C)(=O)=O)cc3CC(=O)N([C@H](C)CO)C[C@H]2C)cc1	-11	15
C[C@@H]1CCCCO[C@@H](CN(C)S(C)(=O)=O)[C@@H](C)CN([C@H](C)CO)C(=O)c2cc(NS(=O)(=O)c3cn(C)cn3)ccc2O1	6	-2
Cc1ccc(S(=O)(=O)N(C)C[C@@H]2Oc3ccc(NS(C)(=O)=O)cc3C(=O)N([C@H](C)CO)C[C@@H]2C)cc1	1	-6
C[C@@H]1CCCCO[C@@H](CN(C)C(=O)NC2CCCCC2)[C@@H](C)CN([C@H](C)CO)C(=O)c2cc(NS(=O)(=O)c3cn(C)cn3)ccc2O1	3	-33

Entries of single compounds as entered above:
CC(C)NC(=O)Nc1cccc2c1O[C@H](CN(C)C(=O)Nc1ccc3c(c1)OCO3)[C@@H](C)CN([C@@H](C)CO)C2=O across the screens: INS-1E rescue: 12; T cruzi HTS: -11
Cc1ccc(S(=O)(=O)N(C)C[C@@H]2Oc3ccc(NS(C)(=O)=O)cc3C(=O)N([C@H](C)CO)C[C@@H]2C)cc1 across the screens: INS-1E rescue: 1; T cruzi HTS: -6
